Source: PubChem (National Center for Advancing Translational Sciences (NCATS))
Pin1 inhibitor: inhibitors of human Pin1 | Q13526 | Pin1 FP peptide displacement, HiFluor488, 10 min | Potency, µM (highest dose often 115 µM), for the others: at the highest dose activity, negative = inhibition, actives largely listed as inhibitors | 0.009% of 390,000 active; active = well fitted inhibition curve with a large enough effect in the polarisation, with a control signal flat, not every such curve was filed as active; inconclusive = small, poorly fitted or top-dose-only effect, or effect the other way, or a change in a side signal; inactive = no such curve, though single readings can be large or run the other way; the % refers to the polarisation; note: potency is the fitted concentration of half-maximal effect; % is set by controls: 0 for no effect and ±100 for the full control effect
Target sequence (Q13526 whole entry, looked up): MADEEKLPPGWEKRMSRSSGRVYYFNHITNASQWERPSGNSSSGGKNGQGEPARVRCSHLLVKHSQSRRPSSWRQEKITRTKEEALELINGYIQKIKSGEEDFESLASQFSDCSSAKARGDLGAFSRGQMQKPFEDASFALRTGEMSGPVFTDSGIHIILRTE
BAZ2B inh: blocks human BAZ2B; Potency, µM (doses to about 114 µM), for the others: top-dose activity change, negative = inhibition, hits mostly inhibitors; AID 504333; 4.4% of 360,000 active; AlphaScreen BAZ2B-H3K14Ac peptide displacement; Q9UIF8; note: potency is the fitted concentration of half-maximal effect; % is set by controls: 0 for no effect and ±100 for the full control effect; nearly all actives have a fitted effect of over 60% in size
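Protein-peptide AlphaScreen: BAZ2B 50 nM, b-H3K14Ac 50 nM, 1x PBS pH 7.4 + 0.01% Tween-20. Preincubation 30 min RT; cpd 30 min RT (top 110 uM); beads 20 min RT, light-protected.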
GLS inhibitor: glutaminase GLS (human) inhibition. O94925. GLS enzymatic activity, qHTS titration. Potency, µM (top dose mostly 45.5 µM), inactives show at the highest dose activity change, negative = inhibition, usual class: inhibitors. 0.21% of 410,000 active. AID 624170; note: potency is the fitted concentration of half-maximal effect; % is set by controls: 0 for no effect and ±100 for the full control effect
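Two-point fluorescence kinetic (t0, 30 min RT) for hKGA; glutamate detected via glutamate oxidase–HRP–Amplex Red. Substrate: 1 mM L-glutamine solution; buffer 45 mM KH2PO4, pH 8.2.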
Pol eta inh: inhibitors of human DNA polymerase eta; Q9Y253; recombinant Pol eta, fluorescent DNA replication assay; Potency, µM (series often up to 114 µM), inactives show at the top dose activity change, negative = inhibition, most hits filed as inhibitors; 1.2% of 390,000 active; AID 588591; note: potency is the fitted concentration of half-maximal effect; % is set by controls: 0 for no effect and ±100 for the full control effect
Target sequence (Q9Y253 whole entry, looked up): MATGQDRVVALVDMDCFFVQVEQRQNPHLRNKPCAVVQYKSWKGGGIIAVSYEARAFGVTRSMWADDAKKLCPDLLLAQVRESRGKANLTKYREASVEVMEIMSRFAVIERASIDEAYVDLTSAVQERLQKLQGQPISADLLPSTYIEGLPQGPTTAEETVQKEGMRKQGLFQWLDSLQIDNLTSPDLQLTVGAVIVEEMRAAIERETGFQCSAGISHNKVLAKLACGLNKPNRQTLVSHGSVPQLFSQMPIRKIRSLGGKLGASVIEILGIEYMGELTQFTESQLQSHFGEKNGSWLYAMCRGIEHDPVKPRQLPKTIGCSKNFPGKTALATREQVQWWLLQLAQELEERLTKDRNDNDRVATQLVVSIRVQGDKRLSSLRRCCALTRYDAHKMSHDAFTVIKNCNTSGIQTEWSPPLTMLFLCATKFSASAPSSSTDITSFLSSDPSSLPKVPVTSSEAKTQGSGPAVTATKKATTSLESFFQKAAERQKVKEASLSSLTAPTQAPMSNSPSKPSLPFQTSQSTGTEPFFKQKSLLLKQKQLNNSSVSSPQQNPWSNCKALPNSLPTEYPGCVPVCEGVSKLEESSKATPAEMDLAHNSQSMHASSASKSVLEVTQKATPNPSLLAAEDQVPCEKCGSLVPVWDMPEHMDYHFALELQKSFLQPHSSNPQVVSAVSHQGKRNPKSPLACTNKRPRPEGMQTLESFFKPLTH
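Pol eta at 10 nM preincubated with compounds 15 min at room temperature; reaction started with fluorescent substrate (50 nM final) and read kinetically at 0 and 10 min.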
JMJD2A Tudor: JMJD2A Tudor domain (human) inhibition | O75164 | AlphaScreen JMJD2A-Tudor / H3K4me3 peptide binding | Potency, µM (highest dose often 114 µM), for inactives: top-dose activity change, negative = inhibition, actives largely listed as inhibitors | 4.4% of 390,000 active | AID 504339; note: potency is the fitted concentration of half-maximal effect; % is set by controls: 0 for no effect and ±100 for the full control effect; nearly all actives have a fitted effect of over 50% in size
PI4K2A inh: blocks human PI4K2A kinase activity; Q9BTU6; purified PI4K2A, ADP-Glo luminescence, 1 h; active compounds read low; activity change, negative = inhibition, % at 76.9 µM; 0.13% of 420,000 active; in the data active = activity change below about -50%; inconclusive = mostly about -30% to -49%;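 note: -100% = wells without enzyme as full effect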
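In this quantitative HTS, ADP production by PI4K2A was quantified luminescently after 1 h at ambient temperature; 100 microM adenosine served as plate-quality control.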
HP1b chromo inh: blocks HP1-beta chromodomain binding to methylated histone tails; AlphaScreen HP1-beta / biotin-H3K9me3 peptide binding; Potency, µM (highest dose often 114 µM), for the others: at the highest dose activity change, negative = inhibition, actives largely listed as inhibitors; 0.56% of 390,000 active; note: potency is the fitted concentration of half-maximal effect; nearly all actives have a fitted effect of over 70% in size; inactives centre near 23
Target sequence (P83916 whole entry, looked up): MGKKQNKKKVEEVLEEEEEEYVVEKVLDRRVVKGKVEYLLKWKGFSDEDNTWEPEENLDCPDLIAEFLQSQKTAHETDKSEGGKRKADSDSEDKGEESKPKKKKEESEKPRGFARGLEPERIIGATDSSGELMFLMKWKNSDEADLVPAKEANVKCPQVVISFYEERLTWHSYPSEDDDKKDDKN
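Compound inhibition of the preformed complex between 50 nM HP1-beta and 50 nM biotinylated H3K9me3 peptide was read by AlphaScreen. Buffer was PBS pH 7.4 with 0.01% Tween-20. Incubations ran 30 min at room temperature, with 10 ug/mL donor/acceptor beads.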
PGK inhibitor: T. brucei PGK inhibition | PGK/GAPDH coupled, Kinase-Glo luminescence, 60 min | Potency, µM (titrated, usually from 57.5 µM), without a hit: at the highest dose activity change, negative = inhibition, most hits filed as inhibitors | 0.043% of 380,000 active | AID 602233; note: potency is the fitted concentration of half-maximal effect; % is set by controls: 0 for no effect and ±100 for the full control effect; nearly all actives have a fitted effect of over 60% in size
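Recombinant glycosomal PGK reaction used 1,3-bisphosphoglycerate generated in-well by GAPDH (100nM final) in 100mM TEA pH 7.6, 5mM MgCl2, 0.01% Tween-20. After 60 minutes at room temperature, ATP was read by Kinase-Glo Plus luminescence end-point.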
G9a inh: G9a (human) methyltransferase inhibition; Q96KQ7; G9a H3K9 monomethylation, AlphaScreen, 2 h; Potency, µM (highest dose often 102 µM), without a hit: at the highest dose activity, negative = inhibition, actives largely listed as inhibitors; 8.8% of 350,000 active; note: potency is the fitted concentration of half-maximal effect; % is set by controls: 0 for no effect and ±100 for the full control effect; nearly all actives have a fitted effect of over 75% in size
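Using a bead-based AlphaScreen, monomethylated H3K9 product from 2 h room-temperature reactions (G9a 20 nM, peptide 500 nM, SAM 20 uM) was detected with 0.5 ug/mL rabbit anti-H3K9me1 antibody.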
Starred values were filed as active, the others as inactive; i = inactive; ? = inconclusive; · = no result given; & = joins results of further samples; [ ] = another dose, or the depositor's remark. Unless noted, calls come from the whole dose curve; as a rule, active = well fitted curve in the direction sought with a large enough effect; inconclusive = small, poorly fitted or top-dose-only effect, or another doubt; inactive = no such curve, though single readings can be large; an effect the other way counts as inactive or inconclusive. Only part of the results is shown; the hit share may differ from the screen's.

SMILES | Pin1 inhibitor | BAZ2B inh | GLS inhibitor | Pol eta inh | JMJD2A Tudor | PI4K2A inh | HP1b chromo inh | PGK inhibitor | G9a inh
Cc1occc1-c1nnc(SCC(=O)NC2CC2)n1C | -0.8% | -10.8% | 4.7% | 1.1% | -16.3% | -0.9 | 49.1%[activator] | 4.0% | 19.1%
COCCn1cnnc1SCC(=O)Nc1cccc(S(=O)(=O)N(C)c2ccccc2)c1 | -1.8% | -17.9% | 0.7% | -18.5% | -13.2% | 2.2 | 3.8% | -8.1% | ?
COc1ccc(-c2nnn(CC(=O)NC3CCCc4ccccc43)n2)cc1OC (centres undefined) | 3.2% | 0.8% | -2.0% | -2.5% | -16.4% | 2.7 | 40.2%[activator] | 2.6% | 16.0%
Cc1cc(Cl)c(OCCCCN2CCOCC2)c(Br)c1 | 2.4% | 50.1µM* | 4.7% | 2.1% | 3.55µM* | 2.8 | ? | 5.2% | ?
CCC(=O)Nc1nnc(S(=O)(=O)N(C)Cc2ccccc2)s1 | -5.9% | -0.1% | -3.4% | -7.3% | -20.1% | -4.8 | 19.3% | i | -6.0%[59 µM]
CNC(=O)c1cc(NC(=O)CCn2nc(-c3ccccc3)c3ccccc3c2=O)ccc1OC | 6.8% | -7.2% | 6.6% | -19.8% | -10.1% | -8.6 | 9.8% | -8.2% | ·
CCN(CC)S(=O)(=O)c1ccc(NC(=O)Cc2cccs2)cc1 | 2.0% | 70.8µM* | 9.8% | 56.2µM* | -22.6%[11.4 µM] | -3.8 | ? | i | -7.2%[59 µM]
O=C(COC(=O)/C=C/c1ccc(S(=O)(=O)N2CCOCC2)cc1)Nc1ccc(F)c(F)c1F | 3.9% | · | 4.9% | -4.3% | -10.3% | 6.8 | 6.5% | 8.2% | ·
COc1ccc(OC)c(NC(=O)c2ccc(NC(C)=O)cc2)c1 | -6.9% | 6.4% | -11.2% | -7.8% | -11.6% | 2.9 | 15.0% | -3.3% | -2.6%
COc1ccc(N2CCN(c3oc(Cc4ccccc4)nc3C#N)CC2)cc1 | -11.9% | 8.91µM* | 9.7% | -12.9% | 20µM* | 3.3 | -58.4% | -9.8% | ?
CCCOc1ccc(C(C)=O)cc1CC(C(=O)OCC)C(=O)OCC | -13.3% | 2.6% | 19.1% | -3.9% | 14.9% | 0.3 | 73.1%[activator] | 4.3% | 34.9%[0.501 µM]
CCCS(=O)(=O)C/C(N)=N/OC(=O)c1ccc(Cl)cc1 | 1.1% | 1.0% | -3.6% | -9.4% | 11.7% | -22.5 | 32.6% | -5.9% | 7.1%
O=C(NNC(=O)c1cc(O)c(O)c(O)c1)NC1CCCCC1 | ? | 56.2µM* | 10.9% | -10.4% | 10µM* | 6.4 | -29.9% | -0.3% | 1.58µM*
O=C(O)C1C2CCC(C2)C1C(=O)Nc1ccccc1 (centres undefined) | -3.0% | · | -15.3% | -11.6% | 1.1% | -4.6 | 22.6% | -8.6% | ·
C=CC(COCc1ccccc1)N(Cc1ccc(OC)cc1)S(=O)(=O)c1ccccc1Br (centres undefined) | ? | ? | 1.8% | -15.1% | 26.9%&24.1% | -1.0 | 78.1%&78.1%[activator] | 6.6% | 7.2%[12.7 µM]
O=C(COc1ccccc1)NCC(=O)N/N=C/c1ccccc1 | 2.9% | 0.5% | 1.1% | -19.1% | -3.4% | -2.6 | 35.8% | -9.9% | 24.7%[59 µM]
COc1c(/C=N/NC(N)=S)c(C)nn1-c1ccccc1 | 0.2% | -0.6% | 20.3% | -5.3% | -31.2% | 1.5 | 18.3% | i | 6.9%
O=[N+]([O-])c1cc([N+](=O)[O-])c(Oc2c(F)cc(F)cc2F)cc1NN1CCCCC1 | 2.6% | ? | 13.9% | -7.6% | ? | 1.6 | ? | 3.5% | 50.1µM*
CCCNC(=O)C(Cc1cccc(OC)c1)NC(=O)c1ccc(C(C)(C)C)cc1 (centres undefined) | -2.2% | 22.7% | -5.2% | -7.5% | -11.4% | -2.2 | 55.7%[activator] | i | 8.5%[0.501 µM]
COCCN1C(=O)N[C@@H](c2cccc(F)c2)C(C(C)=O)=C1C | 1.2% | · | -9.6% | -1.6% | -12.4% | 1.0 | 38.2% | -1.2% | ·
COc1ccc(NC(=O)C(=O)N/N=C/c2cc(C)n(-c3cccc(Cl)c3Cl)c2C)c(OC)c1 | 12.2% | 0.6% | 17.4% | -10.2% | -19.6% | 0.1 | 9.0% | 1.4%[11.5 µM] | ?
CCc1oc2c(C)c(O)ccc2c(=O)c1-c1ccc2ccccc2n1 | -0.3% | -0.9% | 3.6% | -12.5% | -12.3% | -51.6* | 15.4% | -1.0% | ·
O=C1NC(=O)C([N+](=O)[O-])=C(O)C1=O | · | · | 2.0% | -8.7% | · | -4.1 | · | -9.7% | ·
COCCCN1C2=C(C(=O)CC(C)(C)C2)C(c2ccc(O)c(OC)c2)C2=C1CC(C)(C)CC2=O | -11.0% | 0.3% | ? | -2.4% | -6.8% | 0.3 | 29.2% | -0.4% | ·
Cc1ccc(-n2cccn2)c(CN2CCCC(C(=O)c3ccc4c(c3)OCO4)C2)c1 (centres undefined) | -4.8% | -10.9% | -1.9% | -9.0% | -9.8% | 1.3 | -11.3% | -5.8% | -31.4%

An excerpt from above with just Pol eta inh, Pin1 inhibitor and JMJD2A Tudor:
smiles	Pol eta inh	Pin1 inhibitor	JMJD2A Tudor
COCCn1cnnc1SCC(=O)Nc1cccc(S(=O)(=O)N(C)c2ccccc2)c1	-18.5%	-1.8%	-13.2%
O=[N+]([O-])c1cc([N+](=O)[O-])c(Oc2c(F)cc(F)cc2F)cc1NN1CCCCC1	-7.6%	2.6%	?
Cc1ccc(-n2cccn2)c(CN2CCCC(C(=O)c3ccc4c(c3)OCO4)C2)c1 (centres undefined)	-9.0%	-4.8%	-9.8%
Cc1cc(Cl)c(OCCCCN2CCOCC2)c(Br)c1	2.1%	2.4%	3.55µM*

(continued)
SMILES | Pin1 inhibitor | BAZ2B inh | GLS inhibitor | Pol eta inh | JMJD2A Tudor | PI4K2A inh | HP1b chromo inh | PGK inhibitor | G9a inh
O=C(c1ccccc1)N1c2ncnn2C2(CCCCC2)[C@@H]2CCCC[C@@H]21 | -2.8% | -17.2% | -6.5% | -6.4% | -20.5% | -1.1 | 12.4% | -0.3% | -6.5%[59 µM]
COc1ccccc1N1CCN(CC(=O)Nc2nccs2)CC1 | 3.1% | -20.5% | -7.5% | -3.8% | -14.6% | -1.3 | 20.9% | -11.8% | 18.3%
CCC(=O)Nc1ccc(C(=O)NNC(=O)COc2cccc(C)c2)cc1 | -5.0% | -5.6% | -6.4% | ? | -9.0% | -2.9 | 36.5% | -12.0% | -10.2%[59 µM]
CCCN(C(=O)COc1cc(=O)n(CC)c2ccccc12)c1ccc(C(C)C)cc1 | 5.0% | ? | -4.2% | -14.1% | -28.3% | 3.1 | 20.6% | -1.9% | -31.0%[59 µM]
O=c1c2ccccc2nc(/C=C/c2cc(Br)ccc2O)n1CCCO | 4.7% | -12.6% | -4.2% | 1.9% | -4.7% | 1.8 | 8.1% | -2.0% | 12.1%
COc1ccc(C(CNC(=O)COc2ccc(F)cc2Br)N2CCCC2)cc1 (centres undefined) | -8.2% | 8.2% | -2.8% | -7.4% | -21.4% | 2.7 | -0.5% | 6.2% | -15.6%
Cc1ccc(-n2ncc3c2CC(C)(C)CC3NC(=O)c2cc[n+]([O-])cc2)cc1 (centres undefined) | -12.2% | -8.7% | -3.3% | -6.0% | -11.8% | -0.9 | 6.0% | -5.3% | ·
COc1ccc(CCN2C(=O)CSC2=Nc2ccc(C)cc2C)cc1OC | -10.6% | -11.0% | -14.2% | -19.5% | -10.8% | -1.4 | 16.8% | -11.8% | 4.0%
O=C(CSc1nc2ccccc2o1)N/N=C/c1ccc(O)c(O)c1 | ? | 44.7µM* | ? | 3.55µM* | 15.8µM* | -6.6 | ? | ? | ?
O=C(NCc1ccccn1)c1ccc(OC2CCN(Cc3ccc(F)cc3F)CC2)cc1 | -11.7% | ? | -11.1% | -5.2% | -15.2% | -2.0 | 6.5% | -1.5% | ·
Cc1cccc(OCC(=O)Nc2ccccc2C(=O)OCc2cc(=O)n3ccsc3n2)c1 | 0.9% | -5.8% | -14.7% | -1.0% | -6.0% | -1.2 | 12.8% | 1.9% | 13.6%[59 µM]
CC(OC(=O)c1ccccc1CCc1ccccc1)C(N)=O (centres undefined) | -3.5% | 2.1% | -7.5% | -7.5% | -8.5% | -4.7 | 38.4% | -0.5% | 20.4%
COCCCNc1oc(-c2cccs2)nc1S(=O)(=O)c1ccc(C)cc1 | 4.4% | -9.1% | -17.3% | -19.1% | -11.7% | 3.9 | 27.5% | i | ?
COc1ccc(F)cc1S(=O)(=O)NCC(c1ccco1)S(=O)(=O)c1cccs1 (centres undefined) | 0.1% | -15.1% | -6.7% | -15.6% | -12.7% | 10.0 | 0.3% | 1.4% | 4.9%[59 µM]
CCOc1ccc(/C=C/C(=O)N(CC)CC(=O)NCc2cccs2)cc1OC | 1.6% | 0.3% | -6.4% | -11.7% | -11.6% | -6.3 | 46.3%[activator] | i | 7.7%[2.33 µM]

Retrieved by structure from above:
SMILES | Pin1 inhibitor | BAZ2B inh | GLS inhibitor | Pol eta inh | JMJD2A Tudor | PI4K2A inh | HP1b chromo inh | PGK inhibitor | G9a inh
O=c1c2ccccc2nc(/C=C/c2cc(Br)ccc2O)n1CCCO | 4.7% | -12.6% | -4.2% | 1.9% | -4.7% | 1.8 | 8.1% | -2.0% | 12.1%
CCOc1ccc(/C=C/C(=O)N(CC)CC(=O)NCc2cccs2)cc1OC | 1.6% | 0.3% | -6.4% | -11.7% | -11.6% | -6.3 | 46.3%[activator] | i | 7.7%[2.33 µM]
